DDE Tn7 FP inh: DD(E)-Tn7 binding inhibition, primary FP screen; FP displacement of FITC-Tn7 peptide from fibrin DD(E); 0% = median of compound wells per plate; inhibition, % at 8.3 µM; hit rate 0.13% among 370,000; AID 720508;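 active means inhibition above the mean of compounds falling within the control limits plus 3 SD of them, cut at about 14% in these data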;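 further: 0% = plate median of compound wells and 100% = 10 µM Aha-Tn7 peptide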
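Assay system: human fibrin DD(E). Input: DD(E) 2 µM final. Medium: Tris buffer with calcium and detergent, pH 7.8. Compound dosing: single point at 8.3 µM. Timing: 10 min plus 3 h, room temperature. Technique: fluorescence polarization of the labelled Tn7 tracer. Read-out: percent inhibition. Replicates: singlicate testing.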
ARFGAP1 inh: inhibits rat ARF GTPase activating protein 1. Arfgap1-stimulated ARF1 GTP hydrolysis, GDP FP detection. inhibition, % at 16.5 µM. hit rate 0.26% among 360,000. AID 651572;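 active means inhibition above a per-plate limit, mean inhibition of low control wells plus 3 SD, cut at about 25% in these data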;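 further: 0% = DMSO wells with enzyme and 100% = wells lacking Arfgap1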
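Material: rat Arfgap1 GAP domain (His6, aa 1-136), purified enzyme. Also added: human ARF1(Δ1-17)-GTP substrate. Compound dosing: 16.5 µM single point, 1.26% DMSO. Timing: enzyme reaction 120 min at 25 °C after 20 min preincubation. Signal: GDP detection by fluorescence polarization. Read-out basis: percent inhibition of GAP-stimulated GDP formation, scaled between DMSO and no-Arfgap1 medians.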
PLC-gamma1 inh: PLC-gamma1 (human) inhibition, primary screen; hit rate 0.84% among 370,000; inhibition, % at 12.2 µM; purified PLC-gamma1, fluorogenic substrate, fluorescence; in the data active means inhibition above about 9.5%
Target sequence (P19174 whole entry, looked up): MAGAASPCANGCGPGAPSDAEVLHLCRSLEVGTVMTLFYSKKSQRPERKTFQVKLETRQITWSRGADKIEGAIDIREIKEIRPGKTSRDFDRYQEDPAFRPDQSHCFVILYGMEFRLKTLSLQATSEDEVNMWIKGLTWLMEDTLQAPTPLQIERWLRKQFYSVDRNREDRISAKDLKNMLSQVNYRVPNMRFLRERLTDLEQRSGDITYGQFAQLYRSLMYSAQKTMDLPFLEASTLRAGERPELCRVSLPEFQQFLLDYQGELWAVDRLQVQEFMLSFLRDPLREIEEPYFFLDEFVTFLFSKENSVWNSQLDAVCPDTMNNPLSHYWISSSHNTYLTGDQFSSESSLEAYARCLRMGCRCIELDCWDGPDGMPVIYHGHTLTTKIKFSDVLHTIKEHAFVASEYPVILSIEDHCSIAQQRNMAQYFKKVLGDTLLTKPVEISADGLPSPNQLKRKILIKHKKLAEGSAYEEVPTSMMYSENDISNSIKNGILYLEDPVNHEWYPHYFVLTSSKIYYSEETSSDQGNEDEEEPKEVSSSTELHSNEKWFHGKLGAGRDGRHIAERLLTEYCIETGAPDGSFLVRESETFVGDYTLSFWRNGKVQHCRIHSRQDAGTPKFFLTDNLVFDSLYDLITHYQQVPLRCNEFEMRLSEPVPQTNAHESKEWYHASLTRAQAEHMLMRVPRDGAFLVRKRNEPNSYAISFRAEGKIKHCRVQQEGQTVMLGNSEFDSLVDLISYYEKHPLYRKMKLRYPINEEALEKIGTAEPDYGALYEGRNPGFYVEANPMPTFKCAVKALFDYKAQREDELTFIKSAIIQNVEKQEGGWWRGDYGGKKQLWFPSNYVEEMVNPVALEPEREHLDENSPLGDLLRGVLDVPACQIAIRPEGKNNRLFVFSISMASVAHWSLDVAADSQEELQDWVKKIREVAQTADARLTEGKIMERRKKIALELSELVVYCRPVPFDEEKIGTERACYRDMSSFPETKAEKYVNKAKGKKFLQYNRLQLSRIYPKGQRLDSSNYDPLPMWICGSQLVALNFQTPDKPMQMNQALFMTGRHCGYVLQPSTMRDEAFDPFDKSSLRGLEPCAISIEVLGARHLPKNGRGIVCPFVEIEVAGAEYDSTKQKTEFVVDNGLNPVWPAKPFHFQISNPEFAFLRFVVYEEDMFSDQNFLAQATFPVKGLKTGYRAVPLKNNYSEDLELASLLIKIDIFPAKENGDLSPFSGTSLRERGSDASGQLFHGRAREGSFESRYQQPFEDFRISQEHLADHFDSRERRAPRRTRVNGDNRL
proKLK7 act: activators of human kallikrein-7 zymogen. P49862. purified proKLK7, EDANS-DABCYL substrate fluorescence; 100% is mature enzyme control, 0% vehicle. activation, % at 7 µM. hit rate 0.9% among 370,000;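 active means activation above the mean of all tested compounds plus 3 SD, computed per campaign excluding outliers beyond control limits, cut at about 13% in these data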
ADAM10 inh: inhibitors of human ADAM10; hit rate 0.62% among 370,000; recombinant ADAM10, EDANS/DABCYL FRET peptide cleavage, 3 h; AID 720582; inhibition, % at 7 µM;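 active means inhibition above a per-campaign cutoff equal to the mean of compounds falling between control-based bounds plus 3 SD, cut at about 20% in these data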;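 further: 0% = DMSO wells while the 100% control is not disclosed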
TDP2 absorb: blocks human TDP2 phosphodiesterase activity; O95551; recombinant TDP2, T5PNP hydrolysis, p-nitrophenol absorbance 415 nm; hit rate 0.34% among 370,000; inhibition, % at 12.8 µM; AID 720702;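 active means inhibition above the mean of all tested compounds plus 3 SD, set per campaign, cut at about 25% in these data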;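 further: 0% = DMSO with enzyme and 100% = buffer with substrate but no TDP2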
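System – recombinant human TDP2 · Amount – 120 nM TDP2 per well · Buffer or medium – Mg2+-containing Tris-HCl buffer, pH 7.5 · Reagent – T5PNP substrate, 5 mM · Dosing – 12.8 µM single point, 1% DMSO · Incubation – 2 h at 37 °C · Measured by – epi absorbance · Read-out basis – percent inhibition · Benchmarks – high control without enzyme, low control DMSO plus TDP2 · Repeats – singlicate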
ASAP1 inh: ASAP1 ArfGAP inhibition. Q9ULH1. AID 624377. inhibition, % at 16.5 µM. hit rate 0.19% among 360,000. ASAP1-stimulated ARF1 GTP hydrolysis, GDP FP detection; in the data active means inhibition above about 25%;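 further: 0% = vehicle with enzyme and substrate and 100% = no enzyme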
ADAM17 inh: ADAM17 inhibition, QFRET primary screen. AID 720648. inhibition, % at 6.95 µM. P78536. recombinant ADAM17, EDANS/DABCYL FRET peptide cleavage. hit rate 0.83% among 370,000;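 active means inhibition above the mean of compounds lying between control limits plus 3 SD, set per campaign, cut at about 8.5% in these data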;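 further: 0% = DMSO-only wells as the low control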
DDE Tn6 FP inh: disrupts Tn6 cyclic peptide binding to fibrin D-Dimer-E complex | Fibrin DD(E) TRITC-Tn6 fluorescence polarization displacement | hit rate 0.21% among 370,000 | P02675 | inhibition, % at 8.3 µM;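 active means inhibition above a per-campaign cutoff: mean of compounds within control limits plus 3 SD, cut at about 15% in these data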;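 further: 0% = median of all compound wells on the plate and 100% = blocking peptide control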
LEDGF integ inh: blocks HIV-1 LEDGF/p75-dependent DNA integration. AID 743269. hit rate 0.64% among 370,000. TR-FRET IN-LEDGF/p75 DNA integration, Eu/Cy5. inhibition, % at 3.7 µM;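 active means inhibition above the screen-wide mean plus 3 SD, cut at about 13% in these data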;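 further: signal is the Cy5 over europium emission ratio at 671 and 618 nm; 0% = plate median of compound wells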
* hit, by the source's call; nt = no result given.

canonical_smiles	LEDGF integ inh	PLC-gamma1 inh	ARFGAP1 inh	proKLK7 act	ADAM10 inh	ASAP1 inh	TDP2 absorb	DDE Tn7 FP inh	DDE Tn6 FP inh	ADAM17 inh
CSc1ccc(CCNC(=O)c2ccc(CS(=O)Cc3ccccc3Cl)o2)cc1 (stereo not drawn)	-1	1	3	0.3	1	-5	-1	-9	-1	-6
Cc1ccc(CN(C)C(=O)C2CCN(C(=O)Nc3ccccc3)CC2)o1	3	-1	-5	1.0	-9	-6	2	6	1	-6
CNC(=O)C1(C)CCN1C(=O)Cc1ccc(C(C)C)cc1 (stereo not drawn)	-1	-1	9	-0.4	-3	9	-2	-7	4	5
COc1ccc2cc(CNCCOCCOCCNCc3ccc4cc(OC)ccc4c3)ccc2c1	-1	4	7	3.4	-26	18	-4	-5	8	-4
COc1ccc(C2NC(=S)N(Cc3ccc(Cl)cc3)C(C)=C2C(C)=O)cc1 (stereo not drawn)	3	3	-16	0.1	22*	15	-6	4	-5	6
COc1cccc(CN2CC(C(=O)N(C)Cc3ccnc4ccccc34)CCC2=O)c1 (stereo not drawn)	0	0	-3	-0.5	-2	-15	-20	1	-8	4
O=C(O)c1ccccc1C(=O)c1ccc2oc(=O)[nH]c2c1	2	-4	1	-0.4	3	11	2	-3	-9	-1
CCN1CCN(c2c(Cl)cccc2NC(=O)c2ccco2)CC1	5	3	1	-0.7	-1	10	-1	1	4	-5
Nc1ccc(-c2nnn(Cc3ccccc3F)n2)cc1	-4	0	6	0.6	-5	-5	12	2	5	-6
S=C(NCCc1ccccc1)N1CCOCC1	1	3	7	-0.6	-2	13	0	-8	0	0
CCOC(=O)CC(=O)CSc1nc(CC)c(C)cc1C#N	-1	-38	8	6.3	-5	4	3	6	7	-12
CCCN(CC(=O)Nc1ccccc1C)C(=O)C1CCCN(C(=O)c2ccc(Cl)cc2)C1 (stereo not drawn)	-3	-3	-7	0.1	-7	-4	-5	-1	-1	-2
CCOC(=O)c1[nH]c2cc(OC)c(OC)cc2c1NC(=O)c1ccc2c(c1)OCO2	-3	-11	12	0.3	-8	9	5	5	0	-5
Cc1ccc(SC2=C(N(C)C)C(=O)c3ccccc3C2=O)cc1	-6	-4	11	-0.5	-17	-5	2	5	-1	-6
CCN(CC)c1c([N+](=O)[O-])ncn1C	-4	2	7	0.1	-5	-5	-12	-5	1	1
Cc1cc(C)c(C(=O)COC(=O)Cn2cnnn2)cc1C	-2	-3	-1	0.3	-6	-12	7	0	1	-4
CC1(C)CC(=O)c2c(O)cc(OCC(=O)N3CCN(c4ccccc4)CC3)cc2O1	1	-3	-14	-0.5	-10	-3	-5	7	6	-3
Cc1cccc(C)c1OCc1nnc(SCC(=O)NCCc2ccccc2)o1	-2	1	0	0.6	-3	-4	5	4	-1	0
COc1cc(/C=N/N=C2/NC(=O)C(Cc3ccc(F)cc3)S2)ccc1O (stereo not drawn)	6	-35	0	-11	2	6	-6	0	-7	2
CC(=O)Nc1c(O)nc(SCC(=O)Nc2nnc(SCc3ccccc3)s2)[nH]c1=O	5	-4	-3	0.4	3	2	0	0	3	0
O=C(CN1CCC(NC(=O)c2ccccc2F)CC1)Nc1ccc2c(c1)OCO2	-3	0	13	-0.6	-6	-2	4	4	2	-1
Cc1cc(C)nc(Nc2n[nH]c(-c3ccc(N)cc3)n2)n1	1	-6	3	0.0	8	-4	2	8	-2	0
O=C(CCn1c(=O)sc2ccccc21)NC1CCCCC1	2	-1	-8	0.1	-1	0	18	-4	-2	-1
COc1cc(CC(=O)OCC(=O)Nc2ccc([N+](=O)[O-])cc2)cc(OC)c1OC	7	4	-3	0.3	-3	-5	-3	0	3	0
O=C1N2Cc3ccccc3C2CS(=O)(=O)N1C1CCCC1 (stereo not drawn)	1	8	nt	-0.3	-10	nt	0	1	3	-4
COC(=O)C(C)N(C(=O)c1ccc(C(=O)c2ccccc2)cc1)c1c(C)cccc1C (stereo not drawn)	0	6	-5	0.8	-1	3	-4	2	3	1
CN1C=CC=C/C1=C1/SC(=S)N(Cc2ccccc2)C1=O	0	0	-1	-0.1	-1	8	-6	7	-1	-2
O=C(N/N=C/c1cccs1)c1cccc(S(=O)(=O)Nc2ccc(Cl)cc2)c1	1	-1	5	-0.3	-1	-4	1	6	-2	0
Cc1cccc2cc(/C=N/NC(=O)CN3CCOCC3)c(Cl)nc12	3	2	8	-0.1	-12	-5	3	-3	-11	-5
Cc1ccccc1C(=O)NNC(=O)c1cccn1C	-5	-1	5	-0.6	-22	5	5	1	-10	-7
Cc1ccc(-n2nc(-c3ccco3)cc2C(=O)NCc2cccnc2)cc1	5	-10	9	0.1	-9	-8	9	8	4	-6
Cc1cccc(NC(=S)NC23CN4CN(CN(C4)C2)C3)c1C	1	-1	-12	0.1	-4	-8	-4	4	4	2
CN(C)C(CNC(=O)c1ccc(S(=O)(=O)Nc2ccccc2F)cc1)c1ccco1 (stereo not drawn)	1	-25	6	0.0	-45	-17	2	0	8	-11
CCNc1ccc(S(=O)(=O)N(C)C)cc1NCC(=O)Nc1c(F)cccc1F	1	-3	6	-0.7	6	-11	5	3	-3	-1
Cc1c(C(=O)N2CCOCC2)c(S(=O)(=O)Nc2ccc(C(C)C)cc2)c(C)n1C	3	0	5	-0.4	1	-6	11	-12	-1	1
OC(CCc1cccc(Cl)c1)c1cccs1 (stereo not drawn)	3	-2	-3	-0.1	0	-12	2	11	-3	2
Cc1ccccc1C(=O)Oc1cccc2c(O)cccc12	1	0	-2	0.4	12	-6	-3	4	5	4
CC1CCN(c2c(NCC3CCC(C(=O)NCc4ccccc4Cl)CC3)c(=O)c2=O)CC1 (stereo not drawn)	-1	1	4	0.2	-14	-10	-2	3	2	-2
NC(=O)c1ccsc1NC(=O)C1CCCN1S(=O)(=O)c1ccc(Cl)cc1 (stereo not drawn)	0	5	-5	0.6	5	10	0	-7	11	-2
CC(C)Cn1nc(NC(=O)C2CCCO2)c2cc3ccccc3nc21 (stereo not drawn)	-4	-410	-7	1.0	-156	-15	2	0	5	-59
COc1ccc(CC(N)c2csc(NC(=O)c3ccc(OC)cc3)n2)cc1 (stereo not drawn)	7	3	6	0.0	12	-2	-10	2	-8	5
O=C1CN(CN2CCCCC2)C(=O)CN1CN1CCCCC1	2	2	4	-1.4	-14	-9	3	5	0	-6
Cc1ccc2cc(C)c(N3CCN(c4ccccn4)CC3)nc2c1	-5	-6	-5	0.6	-1	5	-2	3	7	-6
CC(OC(=O)CCOc1ccccc1)C(=O)NC1CC1 (stereo not drawn)	0	-1	-8	0.4	1	-3	12	-8	-4	0
COc1ccc2nc(NCCO)[nH]c2c1	-2	-3	-3	0.8	0	-7	9	0	5	-3
COCCNC(=O)CCCn1c(=O)c2cc(OC)c(OC)cc2n(CC(=O)c2cccc(OC)c2)c1=O	-2	1	-4	-0.2	-4	4	12	0	-3	-5
CCOC(=O)c1ccc(Nc2nc(C)cc(C)c2C#N)cc1	5	-15	7	0.4	-14	-3	4	-1	9	-5
CSc1nc(-c2ccc(C)cc2)[nH]c1S(=O)(=O)c1ccccc1	-2	-4	0	-0.6	11	3	-12	1	-2	-3
CCC(C)NC(=O)COc1ccc(Br)c(C)c1 (stereo not drawn)	-3	-2	4	0.0	-13	-15	-2	-2	1	-5
COc1ccc(C2CC(C(F)(F)F)n3nc(C(=O)O)cc3N2)cc1 (stereo not drawn)	1	-9	18	0.7	-13	14	4	-3	-18	-4

(list continues)
canonical_smiles	LEDGF integ inh	PLC-gamma1 inh	ARFGAP1 inh	proKLK7 act	ADAM10 inh	ASAP1 inh	TDP2 absorb	DDE Tn7 FP inh	DDE Tn6 FP inh	ADAM17 inh
CSCC[C@H](NC(=O)C1CCN(S(=O)(=O)c2ccc(C)cc2)CC1)C(=O)NC1CCS(=O)(=O)C1 (stereo partly drawn)	-3	-1	-2	-0.5	-10	-6	-5	1	-5	-3
O=C1CN(C(=O)c2cc3ccccc3oc2=O)C(c2ccccc2)c2cc(F)ccc2N1 (stereo not drawn)	0	-1	-17	-0.3	-25	5	-4	3	6	-5
COC(=O)C1=C(C(=O)OC)[C@@H]2N(C)c3ccc(OC)cc3[C@@]23C[C@@H](C(=O)OC)N(C(=O)COCc2ccccc2)C3=N1	-1	2	-3	0.0	0	5	11	-7	1	-2
Cc1ccc(C)c2c1CCCC2=O	0	4	-5	-0.2	-14	4	-2	1	-1	-7
Cc1ccc(-c2nc(C(F)(F)F)cc(=O)[nH]2)cc1	1	4	2	0.7	-7	10	-14	-1	-2	-4
CCc1nc(SCC(=O)c2ccccc2)c2ccccc2n1	1	-12	-17	-0.9	-8	-12	2	4	6	-1
